# Bioassay records from PubChem BioAssay.
# procasp7 counter: counter-screen for procaspase-3 activators: activators of human procaspase-7; 330,000 tested, 0.093% active; recombinant procaspase-7, Ac-DEVD-pNA absorbance 405 nm; D23A/D198A/D206A triple mutant, cannot self-cleave; scale: DMSO 0, 5 µM enzyme 100; activation, % at 8.5 µM; P55210;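 active = percent activation above the screen-wide mean plus 3 SD, cut at about 25% in these data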
# Target sequence (P55210 whole entry D23A/D198A/D206A): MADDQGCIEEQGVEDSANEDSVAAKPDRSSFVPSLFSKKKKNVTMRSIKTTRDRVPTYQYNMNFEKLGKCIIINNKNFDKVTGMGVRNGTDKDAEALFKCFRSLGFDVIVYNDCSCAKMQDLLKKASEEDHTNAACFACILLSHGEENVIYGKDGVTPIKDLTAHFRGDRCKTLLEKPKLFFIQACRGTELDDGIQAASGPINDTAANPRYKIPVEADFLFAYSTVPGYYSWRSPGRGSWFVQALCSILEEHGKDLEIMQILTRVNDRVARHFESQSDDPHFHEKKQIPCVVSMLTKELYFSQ
#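 Assay system: Uncleavable procaspase-7 mutant enzyme / Input: 2 µM procaspase-7 mutant as dispensed / Dosing: single nominal 8.5 µM compound dose, 0.8% DMSO final / Timing: 1 h enzyme–compound preincubation and 2 h substrate reaction, both 25 °C / Detection: p-Nitroaniline absorbance at 405 nm, read at 0 and 120 min / Replication: singlicate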
# TPT1 inh: C. albicans TPT1 enzyme inhibition; recombinant caTPT1, FP RNA substrate dephosphorylation; inhibition, % at 5 µM; 300,000 tested, 0.81% active; AID 1962;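 active = inhibition above the mean of all tested compounds plus 3 SD, set per screening campaign, cut at about 24% in these data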;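 also: plate controls were DMSO alone for no effect and ferristatin control at 100 nM for full effect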
# GASC-1 inh: inhibitors of human GASC-1 (JMJD2C) demethylase | AID 2099 | Q9H3R0 | inhibition, % at 2.35 µM | 330,000 tested, 0.069% active | GST-JMJD2C(1-420) H3K9me3 demethylation, DELFIA europium;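 active = more than half of a compound's replicate wells show inhibition beyond 50%, single wells judged on their own value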;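 also: signal counts dimethyl H3K9 product captured on neutravidin plate; 0% = median of DMSO wells and 100% = 0.3 times that DMSO median; strong numbers were not always called active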
# Target sequence (Q9H3R0 1-420 limits assumed): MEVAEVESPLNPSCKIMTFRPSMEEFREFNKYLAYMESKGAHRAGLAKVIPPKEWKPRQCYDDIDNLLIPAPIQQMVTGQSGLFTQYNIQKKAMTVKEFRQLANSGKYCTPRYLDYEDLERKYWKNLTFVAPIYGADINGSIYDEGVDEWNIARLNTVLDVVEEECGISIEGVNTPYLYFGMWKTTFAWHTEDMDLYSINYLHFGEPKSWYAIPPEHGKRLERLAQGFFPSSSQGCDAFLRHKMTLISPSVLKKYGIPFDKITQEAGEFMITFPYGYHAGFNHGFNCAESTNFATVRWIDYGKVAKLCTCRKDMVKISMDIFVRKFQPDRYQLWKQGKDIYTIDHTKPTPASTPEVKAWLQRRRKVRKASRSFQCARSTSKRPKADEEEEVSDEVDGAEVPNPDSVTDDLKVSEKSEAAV
# PP1 inh: counter-screen for PP5 inhibitors: inhibitors of human PP1-alpha | purified PP1alpha, OMFP fluorescence | 320,000 tested, 0.9% active | P62136 | AID 2235 | inhibition, % at 6.7 µM;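 active = inhibition above the mean inhibition of all tested compounds plus 3 SD, computed separately for each screening campaign, cut at about 15% in these data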
# Target sequence (P62136 whole entry, looked up): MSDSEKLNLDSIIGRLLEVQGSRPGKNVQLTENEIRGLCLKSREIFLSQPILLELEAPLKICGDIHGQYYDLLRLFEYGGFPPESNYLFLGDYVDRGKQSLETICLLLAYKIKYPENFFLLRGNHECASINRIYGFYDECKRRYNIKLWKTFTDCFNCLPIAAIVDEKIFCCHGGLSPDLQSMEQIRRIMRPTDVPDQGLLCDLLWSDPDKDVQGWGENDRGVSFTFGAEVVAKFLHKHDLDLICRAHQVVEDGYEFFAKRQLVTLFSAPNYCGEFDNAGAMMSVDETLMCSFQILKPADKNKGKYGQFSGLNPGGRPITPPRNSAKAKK
# Efflux pump inh: blocks antifungal efflux pumps in multiplex yeast assay. inhibition, % at 10 µM. S. cerevisiae Candida pump triplex, Nile Red efflux. AID 485275. 330,000 tested, 0.44% active;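 active = plate passing quality check with inhibition over a set limit, or well fluorescence over plate mean plus 4 SD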;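 also: Nile Red retained in pooled yeast measured as flow cytometry median fluorescence; 0% = buffer negative control and 100% = Enniatin B positive control; higher means more Nile Red kept so more efflux inhibition; some compounds called inactive have numbers as strong as hits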
# PP5 inh: inhibitors of human protein phosphatase 5 (PP5); P53041; purified PP5c, OMFP substrate fluorescence; inhibition, % at 6.7 µM; 320,000 tested, 0.18% active; AID 1987;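 active = inhibition above the campaign's mean inhibition across all tested compounds plus 3 SD, cut at about 9.5% in these data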;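 also: 0% = DMSO only and 100% = 100 µM cantharidin control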
# core dimer inh: blocks dimerization of HCV core protein | TR-FRET GST/Flag-core106 dimerization, 1536-well | inhibition, % at 5 µM | 300,000 tested, 0.33% active | AID 1899;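 active = inhibition above the mean of all tested compounds plus 3 SD, set per screening campaign, cut at about 45% in these data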
#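 Assay system: Tagged HCV core106 pair (GST and Flag) | Buffer or medium: KF-containing HEPES buffer, pH 7.45, DTT, CHAPS, BSA | Also added: Eu donor and XL665 acceptor anti-tag antibodies | Dosing: One concentration, 5 µM, in 0.5% DMSO | Timing: 4 h at 22.5 °C | Technique: TR-FRET 671 and 617 nm emission | Repeats: Singlicate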
# proCasp3 act: procaspase-3 (human) activation; P42574; AID 463141; activation, % at 8.5 µM; 330,000 tested, 0.11% active; recombinant procaspase-3 D3A, Ac-DEVD-pNA absorbance 405 nm;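 active = activation above the mean of all tested compounds plus 3 SD, cut at about 21% in these data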;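 also: 0% = DMSO alone and 100% = DMSO wells spiked with extra 5 µM PC-3 D3A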
#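 Technique: 405 nm absorbance of p-nitroaniline, reads at 0 and 120 min; Test system: Procaspase-3 D3A mutant; Incubation: 1 h enzyme-compound preincubation, then 2 h substrate reaction, 25 °C; Repeats: singlicate, each compound tested once; Benchmarks: low control DMSO wells, high control DMSO plus 5 µM PC-3 D3A.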
# CTSL1 counter: cathepsin L1 inhibition, PFM18AAP counter-screen; inhibition, % at 5.96 µM; recombinant F. hepatica cathepsin L1, Z-Leu-Arg-MCA fluorescence; 300,000 tested, 0.49% active; AID 1906;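 active = inhibition above the mean of all tested compounds plus 3 SD, set per screening campaign, cut at about 17% in these data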;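 also: 0% = plate median of test compound wells and 100% = 1 µM Z-Phe-Ala-diazomethylketone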
# Active calls of the source: *; . = no result given; & = joins results of further samples.
SMILES,procasp7 counter,TPT1 inh,GASC-1 inh,PP1 inh,Efflux pump inh,PP5 inh,core dimer inh,proCasp3 act,CTSL1 counter
O=C(O)CCC(=O)Nc1nc2nc(-c3ccccc3)cc(-c3ccccc3)n2n1,8,-4,38,0,0.0,2.8,2,2,5
CCOC(=O)c1cc(-c2ccco2)nc2c1c(C)nn2-c1ccccc1,-5,4,8,-3,-0.2,0.5,59*,-3,4
Cc1cccc(N2CCN(C(=O)Cn3nc(C)n4cccc4c3=O)CC2C)c1 (stereo not given),2,-2,-3,-5,0.1,0.1,-2,7,2
CC1(C)CN(c2ccc(-c3ccnc4ncnn34)cc2)C1=O,-1,-2,-14,-3,-0.2,-2.9,-4,-8,7
CC(=O)NC(CC(=O)NNC(=O)COc1c(C)cccc1C)c1ccccc1 (stereo not given),4,.,1,.,-0.1,.,.,13,.
Cc1cc(N2CCCCC2)c(F)cc1[N+](=O)[O-],8,2,-7,1,0.9,-1.6,-2,-5,0
Cc1ccc(C2C(C(=O)c3ccco3)=C(O)C(=O)N2c2ncccn2)cc1 (stereo not given),-3,1,-13,1,0.0,0.6,4,3,3
CCN(CC(=O)Nc1cccc(OC)c1)CC(=O)Nc1ccc(Br)c(C)c1,-8,-1,-8,5,0.1,7.2,-12,-1,2
CCOC(=O)N1CCN(C(=O)CN(c2ccc(OCc3ccccc3)cc2)S(C)(=O)=O)CC1,10,-1,-22&-10,-7,-0.1,-1.3,2,-5,-2
Cc1ccc(CCNC(=O)C2CCN(C(=O)N(C)C)CC2)cc1,9,3,20,1,0.0,2.5,6,11,-1
COc1ccc2[nH]cc(CCNC(=O)COc3cc(C)cc4oc(=O)cc(C)c34)c2c1,2,-1,-30,6,-0.2,0.8,2,8,3
CN(C(=O)c1ccc(NC(=O)Cc2cccc(NC(=O)C3CCN(C(=O)c4ccccc4)CC3)c2)cc1)C1CCCC1,-8,.,11,-1,0.4,-0.4,.,3,.
CN(C)c1ccc(NC(=O)C(=O)C2C(=O)Nc3ccccc32)cc1 (stereo not given),1,-1,-2,21*,-0.1,0.5,-11,-4,2
CCOCCCNC(=O)C1CCN(C(=O)N(C)C)CC1,0,4,-3,-2,0.2,3.3,-3,6,-2
Cc1nn(Cc2ccc(Cl)cc2)c2sc(C(=O)O)cc12,1,2,25,-13,0.6,-2.4,4,-10,-1
CC(C)CCCN1C(N(C)C)=NC[C@@H]1Cc1ccccc1,1,-4,2,0,-0.1,1.1,-4,7,-3
CCn1c(SCC(=O)NNC(=O)Cc2ccccc2)nnc1-c1ccncc1,2,-4,-5,0,0.0,3.5,8,0,-1
O=C(O)c1ccc2ncsc2c1,-12,1,-2,19*,0.0,4.3,-2,-15,-5
COc1cc(NC(=O)COc2ccc(Cl)cc2)ccc1-c1cc2ccccc2oc1=O,7,1,3,9,0.4,3.7,33,0,0
O=C(CCl)N(c1ccccc1)C1CCS(=O)(=O)C1 (stereo not given),-3,-2,4,-2,0.5,-0.2,0,0,-1
Cc1cc2c(SCC(=O)NC3CCCC3)ncnc2s1,10,-2,30,1,0.0,0.1,-5,-7,-3
O=C(Cn1c(=O)n(Cc2ccco2)c(=O)c2cc(Cl)ccc21)NCC1CCCO1 (stereo not given),-10,2,2,-2,0.0,-0.1,-1,11,0
O=C1CC(c2ccccc2)CN1Cc1ccccc1 (stereo not given),9,0,12,0,0.0,2.7,4,2,1
CCOc1cc(CNCc2ccncc2)cc(Br)c1OCc1ccccc1F,15,-8,-6,-3,0.2,-0.2,-1,-2,-2
Cc1nc2c(-c3ccc(F)cc3)c(C)nn2c(C)c1CCC(=O)Nc1ccc(F)cc1F,5,-3,10,-3,-0.3,3.0,-4,3,9
CN1CC(=O)N(CCOc2ccccc2)C1=O,0,2,-2,-5,0.1,2.4,-4,7,-2
O=C(NCc1ccccn1)c1ccc2c(=O)n3nc(Nc4ccccc4)sc3nc2c1,7,1,8,-4,0.0,0.7,9,-6,2
O=C(O)C(Cc1ccccc1)N1C(=O)CCC1=O (stereo not given),9,2,-9,-2,0.0,-2.5,-5,11,-2
Cc1ccc(C2=NCN(c3ccc(C(=O)O)cc3)C(=S)N2)cc1,-7,-3,67,0,0.2,-2.5,2,-9,-2
CC(C)CNS(=O)(=O)c1cc(C(=O)N2CCOCC2)c(Cl)cc1Cl,11,0,2,-1,-0.1,-0.7,-3,-5,-1
Cc1ccc(N(CC(=O)NN=C2CCN(C)CC2)S(=O)(=O)c2ccccc2)c(C)c1,-8,-3,5,-2,-0.2,-2.9,-8,-5,7
CC(Oc1ccc2c(-c3ccccc3)cc(=O)oc2c1)C(=O)NCc1ccccn1 (stereo not given),10,-1,-12,-4,0.0,1.4,2,6,-3
CCOCCOC(=O)C(C)Oc1ccc(Oc2nc(Cl)ccc2Cl)cc1 (stereo not given),7,1,-12,-2,0.1,-1.3,7,1,0
CCOc1ccc(-c2nnc(SCC(=O)N3CCCC3)o2)cc1,2,-4,-7,1,0.0,-0.8,-3,0,2
COC(=O)Nc1ccc(S(=O)(=O)N(CCO)CCO)cc1,-5,-1,-2,-1,-0.2,3.6,-3,-1,-6
COc1cccc(-c2ccc(SCC(=O)NC3CCCC3)nn2)c1,-3,-1,-2,0,-0.2,1.4,-4,3,1
O=C(C/C=N/OCc1ccc(Cl)cc1)c1cnc(-c2ccccc2)s1,-5,6,-2,7,0.3,3.8,-11,-1,2
CCn1c(=O)c(C(=O)NCCc2ccccc2)c(O)c2ccccc21,9,4,5,-2,0.0,2.8,3,5,1
O=C(Cn1ncc2c3ccccc3n(Cc3ccccc3F)c2c1=O)NCCCN1CCCC1=O,3,1,1,5,0.2,3.2,-5,-3,-4
COc1cc(/C=N/NC(=O)c2ccccc2Cl)ccc1Oc1ccc([N+](=O)[O-])cn1,-2,2,16,0,0.5,2.2,7,10,-1

# In a second layout: entries from further up
mol	procasp7 counter	TPT1 inh	GASC-1 inh	PP1 inh	Efflux pump inh	PP5 inh	core dimer inh	proCasp3 act	CTSL1 counter
CC(C)CNS(=O)(=O)c1cc(C(=O)N2CCOCC2)c(Cl)cc1Cl	11	0	2	-1	-0.1	-0.7	-3	-5	-1
CN1CC(=O)N(CCOc2ccccc2)C1=O	0	2	-2	-5	0.1	2.4	-4	7	-2

# Carrying on:
SMILES,procasp7 counter,TPT1 inh,GASC-1 inh,PP1 inh,Efflux pump inh,PP5 inh,core dimer inh,proCasp3 act,CTSL1 counter
Cn1c(=O)c2c(nc(CN3CCc4ccccc4C3)n2Cc2ccccc2F)n(C)c1=O,-4,-4,-3,-1,0.1,3.3,12,-2,-2
CCC(CC)c1nc(C(N)=O)c2[nH]c(=O)n(-c3ccc(OC)c(OC)c3)c2n1,-6,1,1,-2,0.4,-0.6,-6,2,2
Cc1cc(C)c(C(=O)C(C)OC(=O)c2ccc(Cl)nc2)cc1C (stereo not given),8,2,7,-3,0.1,2.1,3,-3,-10
COC(=O)c1ccc(COc2ccc3c(c2)CCC3)o1,12,-1,6,-4,-0.2,-1.2,1,-1,2
Cc1ccc(S(=O)(=O)NCc2ccc(/C=C(/C#N)C(=O)NCc3ccccc3)o2)cc1,-10,2,-7,3,0.2,0.6,0,4,3
Cc1nnc(NC(=O)c2ccc3ccccc3n2)s1,6,0,-5,-1,-0.4,1.1,-3,-2,6
O=c1[nH]c(C2CCCN(S(=O)(=O)c3cccc(F)c3)C2)nc2c1nnn2Cc1ccccc1 (stereo not given),0,0,9,6,-0.2,3.1,4,-9,2
CCOC(=O)CCC(NC(=O)CCCCCCCCC(=O)NC(CCC(=O)OCC)C(=O)OCC)C(=O)OCC (stereo not given),-14,-3,13,-2,-0.2,-0.1,-13,3,-1
Cc1c(N=Cc2cc3c(cc2[N+](=O)[O-])OCO3)cccc1[N+](=O)[O-],-7,-3,0,2,0.0,2.5,1,-4,-5
COc1ccc(C(=O)NCCS(=O)(=O)N2CCc3ccccc3C2)cc1OC,15,3,-1,-11,0.0,-0.9,3,0,-4
Cc1cccc(NS(=O)(=O)c2c(C)[nH]c(C)c2C(=O)N2CCCC2)c1,-4,-2,2,5,-0.1,2.6,-10,-5,1
O=S(=O)(Nc1cc(S(=O)(=O)N2CCOCC2)ccc1NCC1CCCO1)c1ccccc1 (stereo not given),15,.,8,-1,-0.3,2.4,.,0,.
O=C(CSc1nc2ccccc2[nH]1)Nc1nc(-c2cccc(Br)c2)cs1,0,0,4,5,-0.4,4.3,6,-1,5
CC(C)(C)c1[nH]nc2c1C(c1ccc(OC(=O)c3ccco3)cc1)C(C#N)=C(N)O2 (stereo not given),4,-2,-6,2,0.0,3.2,7,-3,-22
CCc1ccc(S(=O)(=O)c2n[nH]n3c2nc(=O)c2ccccc23)cc1,20,-4,3,1,-0.1,-0.1,4,13,2
CCc1nnc(NS(=O)(=O)c2ccc(NC(=O)c3ccccc3O)cc2)s1,-2,0,-1,1,0.0,-0.8,7,5,5
CCOC(=O)C(C)Sc1ccc2nnc(CCNS(=O)(=O)c3ccc(C)cc3)n2n1 (stereo not given),2,1,1,-4,0.0,1.1,1,5,4
CCC1CCCCN1C(=O)CSc1nc(N)c(NC(=O)c2ccc(OC)c(OC)c2)c(=O)[nH]1 (stereo not given),5,3,22,-1,0.0,2.5,2,-2,0
S=C(NCc1ccccc1)N1CCCCC1,6,0,4,1,-0.1,2.0,3,2,-1
COc1cc(CO)cc(Br)c1OCc1cccnc1,-3,0,-4,-2,-0.1,0.4,-5,2,-3
CC(C)Oc1ccc(CSc2nnc3n(C)c(=O)c4c5c(sc4n23)CCCC5)cc1,-3,3,0,-8,0.2,2.4,-1,8,-1
Clc1cccc(-c2nc3nc4ccccc4nc3n2Cc2ccccc2)c1,0,1,-3,-5,3.4,-1.4,11,8,3
CC1=CC(C)C2C(=O)N(CCCN(C)C)C(=O)C2C1 (stereo not given),11,1,19,-2,-0.1,0.1,-7,-2,-1
COC(=O)c1ccc(NC(=O)C(=O)NCC2CCCO2)cc1 (stereo not given),-7,3,14,-6,-0.1,1.4,-14,7,17*
CCC(CC)C(=O)Nc1nnc(SCC(=O)NC2CC2)s1,7,3,0,2,0.0,1.8,-10,2,-4
O=C(O)C[C@H]1c2cc(F)ccc2S(=O)(=O)N1Cc1ccccc1,3,4,16,2,0.0,-0.7,5,5,-1
O=C(NCc1ccco1)c1cccc2c1C(=O)N(C1CCCCC1)C2,-5,-3,2,-3,0.0,1.2,34,-10,5
O=S(=O)(Cc1ccccc1)N1CCNCC1,-3,-2,-1,-3,-0.1,1.9,6,2,2
